Screens (PubChem)
Pf gamet viab: P. falciparum stage V gametocyte viability inhibition | P. falciparum stage V gametocytes, ATP luminescence, 24 h | inhibition, % at 10.9 µM | 150,000 compounds, 0.065% hits | AID 743093;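 active = inhibition above the mean plus 3 SD of compounds within the control limits, set per campaign, cut at about 38% in these data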;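 also: 0% = DMSO wells and 100% = medium only without gametocytes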
* marks the source's active call; other numbers are inactive results. This is a subset; rates above refer to the full screens.

Start of the data: the first seven compounds, to show the layout:
SMILES	Pf gamet viab
O=C(NCc1ccc(F)cc1)C1CCCN1C(=O)Nc1ccc(F)cc1 (centres undefined)	15
Nc1ccccc1C(=O)NC1CCCNC1=O (centres undefined)	2
NC1=NC(=O)/C(=C/c2cccc(-c3ccc(S(N)(=O)=O)cc3)c2)S1	0
O=C(O)CC1c2ccccc2CCN1S(=O)(=O)c1cccs1 (centres undefined)	6
CCOc1cc(C2Nc3ccccc3NC3=C2C(=O)CC(C)(C)C3)ccc1O (centres undefined)	-4
O=C(O)c1cc(NS(=O)(=O)c2ccc(NCc3ccccc3)c([N+](=O)[O-])c2)cc(C(=O)O)c1	13
Cc1cc(Cl)cc(C)c1OCCNCc1ccccc1	-11

All compounds of this part, from the start:
SMILES	Pf gamet viab
O=C(NCc1ccc(F)cc1)C1CCCN1C(=O)Nc1ccc(F)cc1 (centres undefined)	15
Nc1ccccc1C(=O)NC1CCCNC1=O (centres undefined)	2
NC1=NC(=O)/C(=C/c2cccc(-c3ccc(S(N)(=O)=O)cc3)c2)S1	0
O=C(O)CC1c2ccccc2CCN1S(=O)(=O)c1cccs1 (centres undefined)	6
CCOc1cc(C2Nc3ccccc3NC3=C2C(=O)CC(C)(C)C3)ccc1O (centres undefined)	-4
O=C(O)c1cc(NS(=O)(=O)c2ccc(NCc3ccccc3)c([N+](=O)[O-])c2)cc(C(=O)O)c1	13
Cc1cc(Cl)cc(C)c1OCCNCc1ccccc1	-11
Cc1cccc(NS(=O)(=O)c2ccc3oc(=O)ccc3c2)c1C	-18
COc1ccc([C@H]2CC(=O)C=C(c3cccc(CO)c3)C2)cc1OC	0
Cc1ccc(C(=O)Nc2c(C)cc(C)c3cccnc23)cc1	-26
CC(C)(C)c1ccc2c(c1)N(CC(=O)N1CCCC1)C(=O)CO2	9
CNC(=S)NNc1nc(-c2ccccc2)c2cc(Cl)ccc2n1	-3
O=S1(=O)CCOCCCN1Cc1ccccc1F	2
CC[C@H](C)[C@@H](CNC)NC[C@@H](Cc1ccc(O)cc1)NCC(C)(C)C	-10
CCC(CO)Oc1cc(NC(=O)Cc2ccccc2)c2ncn(C(C)C)c2c1 (centres undefined)	-9

Individual results from the list.
`CC(C)(C)c1ccc2c(c1)N(CC(=O)N1CCCC1)C(=O)CO2` in Pf gamet viab is listed with 9
`Cc1ccc(C(=O)Nc2c(C)cc(C)c3cccnc23)cc1` in Pf gamet viab is listed with -26
`O=S1(=O)CCOCCCN1Cc1ccccc1F` in Pf gamet viab is listed with 2
`O=C(O)c1cc(NS(=O)(=O)c2ccc(NCc3ccccc3)c([N+](=O)[O-])c2)cc(C(=O)O)c1` in Pf gamet viab is listed with 13

Some of the entries above in a different format:
| SMILES | Pf gamet viab |
| --- | --- |
| O=C(O)CC1c2ccccc2CCN1S(=O)(=O)c1cccs1 (centres undefined) | 6 |
| O=C(NCc1ccc(F)cc1)C1CCCN1C(=O)Nc1ccc(F)cc1 (centres undefined) | 15 |
| Cc1cccc(NS(=O)(=O)c2ccc3oc(=O)ccc3c2)c1C | -18 |
| O=C(O)c1cc(NS(=O)(=O)c2ccc(NCc3ccccc3)c([N+](=O)[O-])c2)cc(C(=O)O)c1 | 13 |
| CC(C)(C)c1ccc2c(c1)N(CC(=O)N1CCCC1)C(=O)CO2 | 9 |
| Nc1ccccc1C(=O)NC1CCCNC1=O (centres undefined) | 2 |
| CCOc1cc(C2Nc3ccccc3NC3=C2C(=O)CC(C)(C)C3)ccc1O (centres undefined) | -4 |

Further records follow.
SMILES	Pf gamet viab
CCCCN1C2CCCC1CC(NC(=O)c1cccc(OC)c1)C2 (centres undefined)	3
COC(=O)c1ccc(COC(=O)CNC(=O)CNC(=O)c2ccc(OC)cc2)cc1	6
CCCCNc1c(-c2cccc(-c3ccc(OC)cc3)c2)nc2cc(C)ccn12	-17
COc1ccc(C#Cc2c(-c3ccccc3)n(C)c3ccccc23)cc1	-2
CCOc1ccc(C2=CC(=O)C[C@H](c3ccc(OC)cc3)C2)cc1	-6
CCCNC(=S)N(Cc1cc2cc(C)ccc2n2nnnc12)CC(C)(C)CN(C)C	4
O=C(O)c1ccc(Cl)c(NCc2cccnc2)c1	1
COc1cc2[nH]cc(C(=O)NCc3ccccc3)c(=O)c2cc1OC	-14
Cn1c(Nc2cccc(Cl)c2)nc2ccccc21	-9
Nc1c(Cl)cc(-c2csc(NCCc3nc4cc(Cl)c(Cl)cc4n3CCCO)n2)cc1Cl	-7
O=S(=O)(Nc1ccc(Nc2ccccc2)cc1)c1ccc(F)cc1	16
CC1CCN(CC(=O)Nc2ccc(C(=O)N3CCCCC3)cc2)CC1	8
Cn1c(=O)c2c(nc(CN3CCOCC3)n2CC(=O)c2ccccc2)n(C)c1=O	3
C[C@@H]1CN([C@H](C)CO)C(=O)c2cc(NS(=O)(=O)c3cccs3)ccc2O[C@H]1CN(C)Cc1ccccc1	2
Nc1c(Cl)cnn(-c2ccccc2)c1=O	3
COc1ccc(CCC(=O)Nc2ccc(Cn3ccnc3)cc2)cc1	-8
O=C(N/N=C/c1ccccc1)C(O)c1ccccc1 (centres undefined)	-9
Cn1c(C(=O)N2CCC(C(N)=O)CC2)cc2cc(Cl)ccc21	6
C=CCNC(=O)C1CC2c3ccccc3C1c1ccccc12 (centres undefined)	-14
Cc1ccc2nc(CSc3nc(C)nc4c3oc3ccccc34)[nH]c2c1	-8
COc1ccc(-c2sc3cc(OC)c(OC)cc3c2C#CCCO)cc1	-8
NC(=O)/C(=C\c1ccco1)NC(=O)c1ccc(Br)o1	-1
Cc1cc(C)c2[nH]c(=O)c(C(c3nnnn3Cc3ccc4c(c3)OCO4)N3CCCCC3)cc2c1 (centres undefined)	3
CCOC(=O)c1ccc(-c2ccc3[nH]c4ccccc4c(=O)c3c2)cc1F	-3
CCCCCCCCCCCCN1C/C(=C\C(=O)OCC)c2ccccc2S1(=O)=O	16
CC1CCC(N2CCN(C(=O)c3ccccc3F)CC2)CC1 (centres undefined)	-41
CCN(CC)CCOC(=O)C(Cc1ccco1)Cc1cccc2ccccc12 (centres undefined)	16
CCC(=O)Nc1ccccc1-c1nc2ccccc2[nH]c1=O	4
CC(C)N1CC(COc2ccccc2Cl)OC1=O (centres undefined)	3
CC(C)(C)c1ccc(NC(=O)c2ccc3c(c2)S(=O)(=O)c2ccccc2C3=O)cc1	14

Brought forward from above: 3 entries; new compounds follow.
SMILES	Pf gamet viab
CCC(=O)Nc1ccccc1-c1nc2ccccc2[nH]c1=O	4
CC(C)N1CC(COc2ccccc2Cl)OC1=O (centres undefined)	3
CC(C)(C)c1ccc(NC(=O)c2ccc3c(c2)S(=O)(=O)c2ccccc2C3=O)cc1	14
C=CC[C@H](CC(=O)N(CCO)Cc1ccccc1)C(=O)N[C@H](COC(=O)[C@@H](CC=C)CC(=O)OC(C)(C)C)c1ccccc1	12
COc1cc(C)nc(NS(=O)(=O)c2ccccc2Cl)n1	10
CC(C)(C)OC(=O)C[C@@H]1C/C=C\C[C@@H](CC(=O)N(CCO)Cc2ccccc2)C(=O)NCCOC1=O	5
C=CCN1C(=O)C2(OCCCO2)c2cc(Cl)ccc21	-6
O=C(O)c1ccc(Nc2ccc([N+](=O)[O-])c3nonc23)cc1	-6
CCN1C[C@@H]2[C@@H]3C(=O)N(Cc4ccccc4)C(=O)[C@@H]3[C@](C)(C1=O)N2C(=O)c1ccc(Cl)cc1	7
CC(c1ccccc1)C(NC(=O)OCC1c2ccccc2-c2ccccc21)C(=O)O (centres undefined)	-20
COc1cc(N2N=C(c3ccccc3)CC2c2ccccc2)c(C=O)cc1C=O (centres undefined)	-17
CC(C)(C)[C@H]1CCC(=O)N([C@H](CSc2ccc(Br)cc2)Cc2ccccc2)CC1	8
Cc1ccccc1N(CC(=O)NCCSCc1ccccc1)S(C)(=O)=O	15
Cc1ccc(NC(=S)NNc2ccc(C(=O)O)cc2[N+](=O)[O-])cc1C	29
O=C1CCCCC1Sc1ccc(Cl)cc1[N+](=O)[O-] (centres undefined)	5
O=C(CSc1ccccc1)NCCc1ccc(F)cc1	-16
CCOc1ccc(C(=O)OC2CCCN(C)C2)cc1 (centres undefined)	4
C[C@H](CO)N1C[C@H](C)[C@@H](CN(C)C(=O)Nc2ccc3c(c2)OCO3)Oc2ccc(NS(=O)(=O)c3ccccc3)cc2C1=O	-20
Fc1ccc(-c2nnc(-c3ccc(F)cc3)o2)cc1	-8
CCOc1cccc(CN2CCCC(N3CCN(c4cccc(Cl)c4)CC3)C2)c1O (centres undefined)	-5
COc1cccc(Oc2cc(NN3CCCCC3)c([N+](=O)[O-])cc2[N+](=O)[O-])c1OC	12
O=C(O)C1C2C=CC(C2)C1C(=O)Nc1cccc(C(F)(F)F)c1 (centres undefined)	5
COc1ccc(/C(O)=C2/C(=O)C(=O)N(CCCN3CCOCC3)C2c2ccc(OC)cc2)cc1 (centres undefined)	12
COc1ccc(Cn2nnc3ccccc32)cc1	8
COCc1cc(C)nc2sc(C(=O)Nc3cccc(OC)c3)c(N)c12	-29
COc1ccc2cc(/C=N/NC(=O)CN(c3ccccc3OC)S(=O)(=O)c3ccccc3)c(Cl)nc2c1	-7
COC(=O)[C@H](Cc1ccccc1)[C@@H](C)OS(N)(=O)=O	5
CCOC(=O)c1c(C)n(C)c2c1cc(OC(C)=O)c1ccccc12	2
COc1ccc(-c2c3c(nc4sc(C(=O)Nc5ccccc5)c(N)c24)CCC3)cc1	-12
CCOc1ccc(C2=CSC3=NCCN23)cc1	-10
O=C(Cn1ccc([N+](=O)[O-])n1)NCc1ccccc1	-5
CC(=O)C(Cc1ccccc1)(Cc1ccccc1)C(C)=O	6
Cc1ccc(C2OC(=O)C=C2c2ccccc2)cc1 (centres undefined)	-9
O=C(Oc1ccc(C(=S)N2CCOCC2)cc1)c1ccccc1F	-11
CCOc1ccc(NC(=O)c2cccc3ccccc23)cc1	-22
CCCCN1C2CCCC1CC(NC(=O)c1ccccc1Cl)C2 (centres undefined)	-5
O=C(O)c1ccc(-c2noc(-c3cccc(Cl)c3)n2)cc1	14
COCC(=O)N1CCc2ccc(NC(=O)c3ccc(C(F)(F)F)cc3)cc2C1	-7
Cc1c(C(=O)NC(=S)Nc2ccc(NC(=O)c3cccs3)cc2)oc2ccccc12	13
COc1ccc(NS(=O)(=O)c2cc(OC)ccc2OC)cc1	0
CCN(C(=O)c1cc([N+](=O)[O-])ccc1NCc1cccnc1)c1ccccc1	10
COc1cccc(OC)c1C(=O)Nc1ccccc1Sc1ccccc1	3
NCCCC[C@@H](C(=O)N1CCNCC1)n1cc(CN)nn1	17
Cc1ccc(OCc2nnc(SCC(=O)N3CCc4ccccc43)n2C)cc1	-21
COc1ccc(CCNC(=O)C2CCN(C(=O)c3cccc(Cl)c3)CC2)cc1OC	-19
CC(C)(O)c1[nH]c2ccc(C(F)(F)F)cc2c1C(C)(C)O	-36
COc1ccc(Cl)cc1NC(=O)c1cc(-c2ccccc2)on1	20
O=c1ccc2ccc(O[C@@H]3O[C@H](CO)[C@@H](O)[C@H](O)[C@H]3O)c(O)c2o1	-33
CCC(C)NC(=O)c1ccc(CN2CCc3ccccc3C2)cc1 (centres undefined)	9
COc1cc(C(=O)N2CCN(CC(O)COc3ccccc3)CC2)cc(OC)c1OC (centres undefined)	-25
COc1ccc(-n2c(-c3ccc(Br)cc3)n[nH]c2=S)cc1	-11
COCCOc1cc(NCc2ccccc2)c2ncn(C(C)C)c2c1	-23
Cc1cc(Nc2ccc(C(=O)O)cc2)nc(N)n1	-1
CN(C)S(=O)(=O)c1ccc(/C(O)=C2/C(=O)C(=O)N(CCN3CCCCC3)C2c2cccnc2)cc1 (centres undefined)	-13
COc1ccc(S(=O)(=O)Nc2c(C)n(C)n(-c3ccccc3)c2=O)cc1C(=O)O	6
C=C(NC(C)=O)c1c(F)cccc1F	5
CON(C)S(=O)(=O)NC(=O)C1=C(N2CCCC2)COC1=O	1
CC(=O)OC[C@H]1O[C@@H](Oc2cc(O)cc3oc(-c4ccc(O)cc4)cc(=O)c23)[C@H](O[C@@H]2O[C@@H](C)[C@H](O)[C@@H](O)[C@H]2O)[C@@H](O)[C@@H]1O	7
C[C@H](CO)N1C[C@H](C)[C@@H](CN(C)C(=O)Nc2ccccc2)Oc2ccc(NC(=O)Nc3ccc4c(c3)OCO4)cc2C1=O	-15
CN(C)CCCNC(=O)/C(=C/c1ccc(-c2ccc([N+](=O)[O-])cc2)o1)NC(=O)c1ccccc1	5
COc1ccc(CCNC(=O)CNS(=O)(=O)c2ccc(Cl)cc2)cc1	-15
CC(=O)c1ccc(Nc2nc(-c3ccccc3)nc3ccccc23)cc1	7
CCOC(=O)[C@H]1[C@H]2COc3ccccc3[C@@H]2N2C(=O)c3c(C)cc(C)cc3NC(=O)[C@@]12C	-1
(continued)
SMILES	Pf gamet viab
COc1ccc2[nH]cc(CCNC(=O)Cc3ccc(Br)cc3)c2c1	6
CC(CNC(=O)CCc1ccccc1)NC(=O)CCc1ccccc1 (centres undefined)	3
COc1ccc(C2=Nn3c(nnc3-c3ccccc3OC)SC2)cc1OC1CCOC1 (centres undefined)	1
CCc1ccc(N=C2NC(=O)/C(=C/c3cc(OC)c(OC)c(OC)c3)S2)cc1	15
O=C(O)CCn1c(SCCOc2ccccc2F)nc2ccccc21	0
